# From PubChem
# Runt-CBFb FRET – Runt domain-CBFb interaction inhibition; actives 0.46% (n = 220,000); AID 1496; Cerulean-Runt/Venus-CBFb FRET ratio 530/480, 1 h; Q01196+Q13951; inhibition, % at 20 µM;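 active = inhibition over about 50% at 20 µM in the single-dose screen, limit read from the data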;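 also: 0% = DMSO wells and 100% = excess unlabeled CBFb competitor control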
#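 Doses: 20 µM compound in 1% DMSO | Material: Cerulean-labeled Runt domain protein | Amount: Each fluorescent fusion protein 100 nM | Schedule: Two 1 h room-temperature incubations shielded from light | Measured by: FRET fluorescence | Evaluation: Loss of energy transfer signal | Controls: Unlabeled CBFb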
# NPY-Y2 PAM-ag – potentiates or activates human NPY-Y2 receptor; P49146; cells expressing NPY-Y2, potentiator/agonist read-out; activation, % at 3.6 µM; actives 0.45% (n = 220,000); AID 1359; in the data active = activation above about 27%;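 also: cells stimulated with NPY near EC25 plus isoproterenol at EC100; 0% = vehicle plus submaximal agonist and 100% = vehicle plus saturating agonist; some results beyond the cut were filed as inactive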
# Runt-SMMHC FRET – blocks binding of human RUNX1 Runt domain to CBFb-SMMHC; Q01196+Q13951; Cerulean-Runt/Venus-CBFb-SMMHC FRET ratio 530/480, 1 h; inhibition, % at 20 µM; actives 0.74% (n = 220,000); AID 1434;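 active = mean inhibition across duplicate retests at 20 µM reaching about 50%, limit read from the data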;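 also: 0% = DMSO wells and 100% = wells with excess untagged CBFb-SMMHC; inhibitors lower the FRET ratio by blocking Runt binding to CBFb-SMMHC; some results filed as inactive read as strong as hits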
# NPY-Y1 PAM-ag – potentiators or agonists of human neuropeptide Y receptor Y1. NPY-Y1 expressing cells, potentiator/agonist activation. P25929. activation, % at 3.6 µM. actives 0.37% (n = 220,000); in the data active = activation above about 33%, passing the limit was not always enough;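 also: cells stimulated with NPY at EC10 then isoproterenol at EC100; 0% = low agonist plus stimulus and 100% = saturating agonist plus stimulus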
# Target sequence (P25929 whole entry, looked up): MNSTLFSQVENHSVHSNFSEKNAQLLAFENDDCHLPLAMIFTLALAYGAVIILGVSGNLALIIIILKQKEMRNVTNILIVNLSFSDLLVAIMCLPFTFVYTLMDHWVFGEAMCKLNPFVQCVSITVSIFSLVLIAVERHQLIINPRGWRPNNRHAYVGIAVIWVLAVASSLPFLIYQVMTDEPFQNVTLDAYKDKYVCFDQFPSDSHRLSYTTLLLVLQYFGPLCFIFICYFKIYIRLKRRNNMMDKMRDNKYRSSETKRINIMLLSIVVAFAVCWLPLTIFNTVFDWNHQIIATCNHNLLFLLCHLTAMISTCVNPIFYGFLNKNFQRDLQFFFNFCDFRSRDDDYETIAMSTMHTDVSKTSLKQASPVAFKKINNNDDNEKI
# Hck Nef HTS – human Hck-Nef kinase inhibition. Recombinant Hck-YEEI plus Nef, Z-Lyte FRET kinase assay. actives 0.68% (n = 220,000). inhibition, % at 20 µM;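 active = Hck-Nef kinase inhibition above about 50%, limit read from the data; inactive = inhibition below that limit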;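 also: 0% = DMSO with Hck plus Nef and 100% = Hck alone without Nef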
# NPY-Y1 antag – NPY-Y1 (human) receptor antagonism. P25929. HEK293-CNG Y1 cells, membrane potential fluorescence; NPY at EC95, then isoproterenol. inhibition, % at 3.6 µM. actives 1% (n = 200,000). AID 1040;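 active = inhibition above the campaign mean inhibition of all tested compounds plus 3 SD, cut at about 20% in these data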;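 also: 0% = DMSO wells given NPY plus isoproterenol and 100% = isoproterenol alone without NPY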
#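 Assay system: HEK293 cells with Y1 receptor plus CNG channel | Probe or stimulus: NPY (25 nM), isoproterenol (1 µM), Ro 20-1724 (25 µM) | Timing: Compound incubation 1 h at room temperature, readout 45 min post-stimulation | Measured by: Membrane-potential fluorescent dye readout | Benchmarks: High control isoproterenol alone, low control NPY with isoproterenol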
# p97 ATPase inh – human p97 ATPase inhibition; inhibition, % at 8 µM; actives 0.42% (n = 220,000); recombinant p97 ATPase, Kinase-Glo ATP luminescence, 3 h; in the data active = inhibition above about 15%;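 also: 0% = DMSO vehicle and 100% = wells lacking enzyme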
# RBBP9 inhibitor – human RBBP9 hydrolase inhibition; O75884; recombinant RBBP9, FP-Rh probe fluorescence polarization; inhibition, % at 7.94 µM; actives 0.2% (n = 220,000);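 active = inhibition above the campaign mean of all tested compounds plus 3 SD, cut at about 14% in these data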;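 also: plate controls were DMSO wells with RBBP9 for no effect and wells lacking RBBP9 protein for full effect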
# Target sequence (O75884 whole entry, looked up): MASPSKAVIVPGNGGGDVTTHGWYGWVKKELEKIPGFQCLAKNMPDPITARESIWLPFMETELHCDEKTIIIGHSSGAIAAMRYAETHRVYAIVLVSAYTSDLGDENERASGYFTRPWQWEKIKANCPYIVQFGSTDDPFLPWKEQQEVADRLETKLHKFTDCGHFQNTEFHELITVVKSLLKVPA
#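 Test system: recombinant human RBBP9; Timing: 30 min then 45 min, 25 °C; Detection: fluorescence polarization; Control set: RBBP9 with DMSO as uninhibited control, no-protein wells as full inhibition; Compound dosing: one concentration, 7.94 µM nominal, 0.794% DMSO; Probe or stimulus: FP-Rh activity-based probe, 375 nM before mixing.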
# MDM2 E3 inh – Mdm2 E3 ligase (human) inhibition; signal enhancement, % at 5 µM; AID 1230; actives 0.11% (n = 210,000); Q00987; cell-based MDM2 ubiquitination luciferase reporter, 2 h; 0 = plate control, 100 = twice control, blank-subtracted;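 active = signal enhancement of 30% or more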;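 also: luminescence tracks abundance of the self-degrading MDM2-luciferase fusion protein; higher signal means inhibition of MDM2 E3 ligase activity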
# Target sequence (Q00987 whole entry, looked up, the tested form may be a part): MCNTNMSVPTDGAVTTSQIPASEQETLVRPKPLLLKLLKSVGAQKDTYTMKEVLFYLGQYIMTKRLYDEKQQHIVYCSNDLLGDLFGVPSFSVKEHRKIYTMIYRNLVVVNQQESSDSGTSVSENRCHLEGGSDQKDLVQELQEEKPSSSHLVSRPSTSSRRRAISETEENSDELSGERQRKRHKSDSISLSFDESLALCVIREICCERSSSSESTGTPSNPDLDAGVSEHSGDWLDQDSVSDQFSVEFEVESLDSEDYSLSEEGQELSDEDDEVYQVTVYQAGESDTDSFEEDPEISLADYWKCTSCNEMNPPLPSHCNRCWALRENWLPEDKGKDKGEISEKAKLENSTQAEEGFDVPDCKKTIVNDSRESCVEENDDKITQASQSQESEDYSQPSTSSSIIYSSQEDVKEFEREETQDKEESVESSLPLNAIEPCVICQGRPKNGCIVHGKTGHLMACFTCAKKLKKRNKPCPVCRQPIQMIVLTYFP
#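 Timing – 2 h compound exposure at 37 °C · Assay system – mammalian cells stably expressing self-ubiquitinating, self-degrading MDM2 E3–luciferase fusion · Amount – 2000 cells seeded into each well · Measure – % luminescence enhancement versus blank-corrected plate control mean · Measured by – SteadyLite luminescence, 15 min reagent step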
# * = called active by the depositor; x = not tested or not shown.
# Results follow in this order: Runt-CBFb FRET	NPY-Y2 PAM-ag	Runt-SMMHC FRET	NPY-Y1 PAM-ag	Hck Nef HTS	NPY-Y1 antag	p97 ATPase inh	RBBP9 inhibitor	MDM2 E3 inh
- O=C(c1ccc(Oc2ccccc2)cc1)c1nc2c(n1O)CCCC2
→ 3	-6	-1	-10	0	4	-1	-3	-16
- COCCSc1nnc(NC(=O)c2ccc(NC(C)=O)cc2)s1
→ 2	-7	-6	-11	19	-3	-3	-10	-6
- Cc1c(N=C2N=C(NC(=O)c3ccc(F)cc3)c3ccccc32)c(=O)n(-c2ccccc2)n1C
→ -25	1	-90	14	-1	-2	-1	-2	-20
- O=S(=O)(NC(=S)Nc1ccccc1)c1ccc(F)cc1
→ 27	-19	-1	19	39	x	3	1	-10
- Cc1cccc(C)c1NC(=O)CN1C(=O)S/C(=C\c2cccn2-c2cccc(C(=O)O)c2)C1=O
→ 0	2	1	14	15	-3	-1	-8	-23
- COC(=O)c1ccc(C2C(Oc3ccc(OC)cc3)C(=O)N2CCc2ccc(OC)c(OC)c2)cc1 (centres undefined)
→ 0	3	-6	-15	0	11	-4	-2	-15
- COc1c(C)cc(Br)cc1C(=O)Nc1ccc(N2CCN(S(C)(=O)=O)CC2)cc1
→ 1	16	2	17	0	1	-1	0	2
- CCn1c(SCC(=O)Nc2ccc(N(C)C)cc2)nnc1-c1cccc(C)c1
→ 5	-10	1	-18	-1	-4	-9	-3	-2
- CC(C)C[C@H](NC(=O)Nc1cccc(Cl)c1)C(=O)O
→ 0	18	1	11	-1	13	4	-9	-8
- O=C(O)c1ccc(/C=N/NC(=O)c2ccc(NS(=O)(=O)c3cccs3)cc2)cc1
→ 1	9	1	2	5	x	1	-8	-14
- CN(Cc1ccccc1)C(=O)COC(=O)c1cncc(Br)c1
→ 1	6	0	-4	17	2	0	-4	0
- COC(=O)c1ccc(C23CC4(C2)[C@H](CN(Cc2ccc(-c5ccccc5)cc2)[C@@H]4c2ccccc2)C3c2ccc(C(F)(F)F)cc2)cc1 (some centres undefined)
→ 0	x	3	x	17	x	x	x	16
- CCc1cccc(NC(=O)Cc2cn(C)c3ccccc23)c1
→ -1	-13	5	24	-2	4	-1	1	-10
- COc1ccc(OC)c(N(CC(=O)N2CCN(c3cc(Cl)ccc3C)CC2)S(C)(=O)=O)c1
→ -4	-17	-7	-17	7	2	-6	0	2
- Cc1nc(-c2ccc(NC(=O)c3ccccc3Br)cc2)cs1
→ -2	13	-2	9	5	1	0	-4	-10
- Cc1ccc(C(=O)NC(=S)NNS(=O)(=O)c2ccccc2)cc1
→ x	8	x	0	26	1	5	-3	-2
- COc1ccc(CCNC(=O)CSc2nc(O)c(C(C)C)c(=O)[nH]2)cc1OC
→ -1	14	2	-6	8	-1	1	-2	x
- Cn1nc(-c2ccc(Cl)cc2)cc1NC(=O)Nc1ccccc1
→ -2	30	-1	21	-4	x	7	-10	-7
- CCOC(=O)c1c(NC(=O)Cn2cnc3sc(C)c(-c4ccccc4)c3c2=O)sc(C)c1C
→ -5	-2	-2	-14	4	-3	5	-8	-1
- CC(C)NC(=O)CN1C(=O)c2ccccc2S1(=O)=O
→ 1	-14	-2	-6	22	4	2	-12	-2

# Random excerpt: three records from the list, in no set order.
# Results follow in this order: Runt-CBFb FRET	NPY-Y2 PAM-ag	Runt-SMMHC FRET	NPY-Y1 PAM-ag	Hck Nef HTS	NPY-Y1 antag	p97 ATPase inh	RBBP9 inhibitor	MDM2 E3 inh
- COC(=O)c1ccc(C23CC4(C2)[C@H](CN(Cc2ccc(-c5ccccc5)cc2)[C@@H]4c2ccccc2)C3c2ccc(C(F)(F)F)cc2)cc1 (some centres undefined)
→ 0	x	3	x	17	x	x	x	16
- CCn1c(SCC(=O)Nc2ccc(N(C)C)cc2)nnc1-c1cccc(C)c1
→ 5	-10	1	-18	-1	-4	-9	-3	-2
- COc1c(C)cc(Br)cc1C(=O)Nc1ccc(N2CCN(S(C)(=O)=O)CC2)cc1
→ 1	16	2	17	0	1	-1	0	2

# Next section
# Results follow in this order: Runt-CBFb FRET	NPY-Y2 PAM-ag	Runt-SMMHC FRET	NPY-Y1 PAM-ag	Hck Nef HTS	NPY-Y1 antag	p97 ATPase inh	RBBP9 inhibitor	MDM2 E3 inh
- CCCCCCCc1nc2sc3c(c2c(=O)n1N)CC(C)(C)OC3
→ 1	-7	1	-3	9	x	2	-2	0
- O=C(Cc1ccccc1)NNC1CC(=O)N(c2ccc(Br)cc2)C1=O (centres undefined)
→ -1	6	2	2	2	-3	2	-9	-7
- CCc1ccccc1OCCCOc1ccc(OC)cc1
→ 1	-9	-8	-5	0	5	5	5	-7
- C=CCCN([C@@H](C)C(=O)OC)S(=O)(=O)c1ccccc1Br
→ -1	x	1	x	17	x	x	x	7
- CN1CCC(Oc2ccc(Sc3ccccc3)cc2)CC1
→ -1	8	2	-17	2	7	2	0	-10
- Clc1ccccc1CNc1nc2ccccc2n2cnnc12
→ -1	-24	-1	-13	-6	x	-2	-4	-4
- O=c1[nH]c(/C(Cl)=C/c2cccc(F)c2)nc2cc(C(F)(F)F)ccc12
→ 2	14	-4	0	30	-2	-1	-2	-5
- CN1CCC(OC(=O)c2ccc(Br)cc2)CC1
→ x	7	x	-3	-4	10	-6	-10	x
- COc1ccc(-n2cnnc2SCc2csc(-c3ccccc3)n2)cc1
→ -1	-6	1	3	0	2	2	-3	-41
- Cc1ccc(S(=O)(=O)/N=C(\Sc2ccccc2)c2ccccc2)cc1
→ 12	2	17	11	0	-2	0	-5	-12
- O=C(Nc1nc(COc2ccccc2)cs1)C12CC3CC(CC(C3)C1)C2
→ 2	-14	3	-4	0	7	-1	-13	-9
- COc1ccccc1NC(=O)CCN1CC(C)OC(C)C1 (centres undefined)
→ -6	4	-8	-5	6	2	0	-12	x
- CCOC(=O)C1(CCCc2ccccc2)CCN(C(=O)COC)CC1
→ -1	21	3	5	19	x	0	-10	5
- O=C(CSc1ncn(-c2ccccc2)n1)Nc1nc(-c2ccccc2)cs1
→ -2	-5	-1	-40	-1	10	7	-11	7
- CCOC(=O)Nc1ccc2c(c1)N(C(=O)N(CC)CC)c1ccccc1CC2
→ -2	-10	0	-12	-25	6	-10	-7	-5
- CC(C)COC(=O)NCCCOC(=O)Nc1ccccc1
→ -4	-9	1	-7	-2	6	3	10	-21
- CCOC(=O)Cn1nnnc1CN(Cc1cccs1)Cc1cc2cc(C)ccc2[nH]c1=O
→ -5	4	-1	1	-21	-2	4	-8	-27
- COc1cc(/C=N\NC(=O)c2ccc(Cl)cc2)ccc1Oc1ccc([N+](=O)[O-])cn1
→ -15	-2	3	9	15	x	8	-9	-13
- O=C(CSc1nc(CCC2CCCC2)nc2ccccc12)NCc1ccc2c(c1)OCO2
→ 0	-7	1	3	2	0	1	-1	12
- COCCCn1c(CCC(=O)O)ccc1-c1cccs1
→ 22	10	126*	-11	15	0	-2	-12	-6
- COc1ccc(OC)c(C(=O)CSc2nnc(-c3cccs3)o2)c1
→ -1	-9	0	-38	0	7	-7	-4	-1
- COc1ccc(CSCCN)cc1Cl
→ 2	7	2	3	2	1	4	-3	-11
- COc1ccc(S(=O)(=O)N(C)CC(=O)N2CCC(C)CC2)cc1Cl
→ -2	15	2	9	-10	-2	0	2	-14
- Cc1c(C(=O)Nc2cccc(Cl)c2)c2ccccn2c1CCc1ccncc1
→ -2	0	-2	-5	3	8	0	-2	-16
- CCC(=O)Nc1cc2nn(-c3ccccc3)nc2cc1Cl
→ -1	2	6	-5	7	0	-1	2	-37
- CCn1c2ccccc2c2cc(NC(=O)C(=O)NCC3CCCO3)ccc21 (centres undefined)
→ -7	10	1	19	22	0	-1	3	0
- C=CCn1c(SCC(=O)N(C)C)nc2cc(C(=O)O)ccc2c1=O
→ -1	7	-1	11	1	6	6	-7	-4
- CCOC(=O)C1=C(CC)Nc2ccccc2N=C1NC(=O)c1cccc(S(=O)(=O)N2CCCC2)c1
→ 0	-4	4	-7	2	17	3	-1	-10
- O=C(NCc1ccccc1)[C@@H]1CSC2c3ccccc3C(=O)N21 (some centres undefined)
→ 2	-4	3	-1	-1	-1	2	0	-8
- Cc1ccc(-n2nnnc2SCC(=O)N2CCCCC2)cc1
→ 2	14	3	8	8	8	0	-4	-5
- Cn1c(=O)c2c(nc(CN3CCN(c4ccccc4)CC3)n2Cc2c(F)cccc2Cl)n(C)c1=O
→ -8	-2	3	-2	0	-1	1	-8	-3
- CCOC(=O)c1ccc(COC(=O)CCc2nc(-c3ccccc3)c(-c3ccccc3)o2)cc1
→ -4	-6	-9	-11	-1	2	-8	-2	-11
- C/C(=N\NC(=O)c1ccc(Cl)cc1)c1ccc(Br)s1
→ -156	-19	-2	12	0	3	0	2	-2
- Cc1occc1-c1nnc(SCC(=O)Nc2ccccc2)n1C(C)c1ccccc1 (centres undefined)
→ -5	4	4	12	-12	-3	9	3	-21
- COC(=O)c1cc(C(=O)c2ccc(Cl)cc2)n2c(=O)/c(=C\N(C)C)sc12
→ -39	16	-105	35*	-47	-9	3	0	-5
- COC(=O)c1ccccc1NC(=O)C(C)NS(=O)(=O)c1ccc(OC)cc1 (centres undefined)
→ -1	8	-3	-2	12	5	6	-9	-4
- O=C(CSc1oc(-c2ccco2)nc1S(=O)(=O)c1ccc(F)cc1)NCC1CCCO1 (centres undefined)
→ -2	-10	-10	-6	6	-4	-1	-9	x
- CCOc1ccc(NC(=O)c2ccco2)cc1
→ 3	-4	-2	1	7	2	-5	4	-44
- CN(C)C(=O)N1CCN(C(=O)c2ccco2)CC1
→ 1	-6	4	-12	19	-4	0	-5	-1
- Cc1ccc(/C=N/n2c(-c3ccco3)n[nH]c2=S)s1
→ 12	-12	17	-23	1	4	5	-13	-2
- CC(=O)NC(c1ccccc1)c1cccnc1 (centres undefined)
→ 3	-5	0	3	-1	-1	-5	-7	-5
- COc1cccc(-c2nn(-c3ccccc3)cc2C(=O)NCC(=O)O)c1
→ 3	-1	-2	-24	0	0	-1	-5	-24
- COc1cccc(-n2nnnc2SCC(=O)Nc2ccc(C(C)=O)cc2)c1
→ -4	3	-5	12	9	-5	1	1	4
- CCN(Cc1cc2cc(OC)ccc2[nH]c1=O)C(=O)c1ccncc1
→ 0	5	0	-23	0	3	2	-2	-8
- CCOC(=O)C1=C(CSc2nc(C)cc(C)c2C#N)OC(N)=C(C#N)C1c1ccccc1 (centres undefined)
→ 23	-2	29	0	1	8	3	-4	-19
- CCN(CC)N=Nc1cccc(NC(C)=O)c1
→ 2	2	0	-8	-33	3	7	-1	-5
